Bioassay records (PubChem)
Rpn11 block = inhibitors of human proteasome Rpn11; AID 588493; calls only at 20 µM; human 26S proteasome, Ub4-pepOG fluorescence polarization; 20S core pre-blocked with epoxomicin; 0.59% of 360,000 active;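 active = inhibition at 20 µM, scaled to each plate's controls, above about 33%, limit read from the data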
Scp1 inh = inhibitors of human Scp-1 phosphatase. Q9GZU7. Recombinant Scp1, phosphopeptide, malachite green phosphate absorbance. inhibition, % at 20 µM. 0.88% of 340,000 active. AID 493091;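 active = inhibition above about 50% at 20 µM, limit read from the data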;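 note: plate controls were DMSO wells with enzyme for no effect and wells lacking enzyme for full effect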
Target sequence (Q9GZU7 76-261 limits assumed): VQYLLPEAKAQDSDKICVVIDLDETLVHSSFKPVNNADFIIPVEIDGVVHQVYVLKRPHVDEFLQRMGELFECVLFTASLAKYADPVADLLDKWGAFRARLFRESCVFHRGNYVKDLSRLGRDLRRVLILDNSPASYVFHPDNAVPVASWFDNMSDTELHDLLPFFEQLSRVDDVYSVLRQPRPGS
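System: SCP-1 catalytic domain; Reagent: Phospho 17-mer peptide substrate; Doses: one concentration, 20 µM, with 1.0% DMSO; Incubation: 45 min room-temperature reaction, 5 min colour, 30 min stabiliser; Signal: Phosphate-binding colour reagent, absorbance read at 630 nm.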
DNMT1 block = blocks human DNA methyltransferase DNMT1 | P26358 | DNMT1 molecular beacon, Hinp1I cleavage, fluorescence | inhibition (reported as % activation of signal), % at 10 µM | 0.83% of 360,000 active | AID 588458; in the data active = inhibition above about 50%
MT1-MMP act inh = inhibitors of human MT1-MMP activation | HT1080 RFP-PRO-GFP cells, GFP/RFP ratio fluorescence, overnight; percent of plate control window, DMSO zero | GFP/RFP ratio change, % at 20 µM | 0.061% of 360,000 active | AID 651647 | P50281;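 active = GFP/RFP ratio change of at least 30% with cell ATP level not reduced by more than half and red fluorescence within 50% of control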; note: strong numbers were not always called active
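Read-out: GFP/RFP fluorescence ratio; Test system: RFP-PRO-GFP reporter HT1080 cells; Compound dosing: single-point 20 µM compound, 1% DMSO; Times: overnight compound exposure at 37 °C.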
NRP1-CendR mod = modulators of CendR peptide binding to human neuropilin-1 | 0.85% of 360,000 active | FAM-RPARPAR peptide binding to NRP-1, fluorescence polarization | O14786 | AID 602438 | inhibition, % at 25 µM;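 active = inhibition or corrected inhibition above about 18%, plus a signal ratio from 0.5 to 1.5, limit read from the data, passing the limit was not always enough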; note: strong numbers were not always called active
LMPTP inh = LMPTP (human) inhibition. P24666. recombinant LMPTP-A, OMFP fluorogenic substrate, fluorescence intensity. inhibition, % at 20 µM. 0.22% of 360,000 active;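 active = compounds that cut the enzyme signal by at least half of the control window in the single-dose screen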;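 note: plate controls were DMSO wells with enzyme plus substrate for no effect and substrate without enzyme for full effect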
Target sequence (P24666 whole entry, looked up): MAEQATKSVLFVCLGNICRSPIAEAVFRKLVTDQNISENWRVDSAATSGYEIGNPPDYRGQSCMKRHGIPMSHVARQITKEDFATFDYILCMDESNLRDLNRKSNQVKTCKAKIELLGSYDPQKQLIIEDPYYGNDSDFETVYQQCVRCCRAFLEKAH
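Material: LMPTP-A; amount: 0.625 nM enzyme; doses: single 20 µM dose; times: reaction 50 min, room temperature, dark; technique: fluorescence intensity of OMFP turnover product; benchmarks: no-enzyme and uninhibited controls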
SKN-1 block = blocks SKN-1 activity in C. elegans; inhibition, % at 21.8 µM; C. elegans VP596 Pgst-4::GFP/RFP ratio, acrylamide-induced, 24 h; 0.49% of 360,000 active;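 active = interference check ratio from 0.5 to 1.5 plus GFP to RFP signal ratio inhibition reaching or exceeding a fixed threshold, cut at about 30% in these data, passing the limit was not always enough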; note: some compounds called inactive have numbers as strong as hits
STEP block = inhibitors of human striatal-enriched phosphatase STEP | P54829 | recombinant STEP, OMFP fluorogenic substrate, fluorescence | inhibition, % at 20 µM | 0.25% of 360,000 active;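 active = inhibition at 20 µM, scaled per plate between control wells, above about 37%, limit read from the data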;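 note: 0% = DMSO with enzyme and substrate and 100% = substrate only without enzyme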
Target sequence (P54829 whole entry, looked up): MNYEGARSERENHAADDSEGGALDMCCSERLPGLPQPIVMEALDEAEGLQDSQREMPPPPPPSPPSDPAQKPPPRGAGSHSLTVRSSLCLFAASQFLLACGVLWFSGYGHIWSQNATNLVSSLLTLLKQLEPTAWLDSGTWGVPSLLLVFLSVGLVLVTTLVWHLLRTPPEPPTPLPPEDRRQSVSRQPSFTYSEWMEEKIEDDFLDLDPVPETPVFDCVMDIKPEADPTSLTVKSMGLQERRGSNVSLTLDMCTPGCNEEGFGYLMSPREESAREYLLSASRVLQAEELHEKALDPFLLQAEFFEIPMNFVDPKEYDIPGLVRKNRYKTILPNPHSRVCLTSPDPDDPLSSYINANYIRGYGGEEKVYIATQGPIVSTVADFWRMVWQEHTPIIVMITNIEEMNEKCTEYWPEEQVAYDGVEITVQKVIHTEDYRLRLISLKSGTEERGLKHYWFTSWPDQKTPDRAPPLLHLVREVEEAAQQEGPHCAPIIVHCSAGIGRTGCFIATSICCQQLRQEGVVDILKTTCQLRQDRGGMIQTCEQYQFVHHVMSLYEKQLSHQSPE
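Assay system: isolated STEP enzyme. Buffer or medium: pH 6.0 Bis-Tris with DTT and Tween 20. Also added: fluorogenic phosphatase substrate OMFP at 25 µM final. Dosing: 20 µM, 1% DMSO. Timing: 20 min reaction, room temperature, in the dark. Measured by: fluorescence intensity, excitation 480 nm, emission 540 nm. Evaluation: normalized % inhibition.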
SUMO1 PPI mod = alters human SUMO1 binding to SIM partners; AID 602429; P63165; 0.33% of 360,000 active; SUMO1 binding to a labelled peptide, TR-FRET, 1 h; inhibition, % at 20 µM; in the data active = inhibition above about 37%
Target sequence (P63165 whole entry, looked up): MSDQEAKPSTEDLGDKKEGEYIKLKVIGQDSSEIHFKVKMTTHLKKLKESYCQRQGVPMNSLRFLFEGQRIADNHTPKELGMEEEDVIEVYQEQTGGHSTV
NadD block = inhibitors of Staphylococcus aureus NadD | purified NadD enzyme, colorimetric absorbance read-out | inhibition, % at 20 µM | 0.78% of 360,000 active; in the data active = inhibition above about 26%; note: some compounds past the cut are filed as inactive
* = called active by the depositor; i = inactive; . = no result given.

The line under a structure holds: Rpn11 block	Scp1 inh	DNMT1 block	MT1-MMP act inh	NRP1-CendR mod	LMPTP inh	SKN-1 block	STEP block	SUMO1 PPI mod	NadD block
O=S(=O)(NC1CC1)c1ccc(S(=O)(=O)N2CCC3(CC2)OCCO3)cc1
  i	-8	1	3	-11	-1.5	10	-6	5	-13
S=C(c1cn(Cc2ccccc2)c2ccccc12)N1CCOCC1
  i	3	-3	0	100	-0.2	14	1	-1	-3
CCOC(=O)C1(Cc2ccccc2C)CCCN(C(=O)c2ccc(OC)o2)C1 (stereo not drawn)
  i	1	-2	0	-8	0.6	0	2	1	-3
CCN(c1ccccc1)S(=O)(=O)c1ccc(C(=O)N(C)CCc2ccc(OC)c(OC)c2)cc1
  i	1	-2	1	8	-0.9	2	-2	1	-1
Cc1cc(-c2cc(-c3ccccc3)on2)nc(NCC2CC2)n1
  i	2	4	1	8	2.2	3	-2	6	2
CCOC(=S)N/C(=N\S(C)(=O)=O)c1ccccc1
  i	1	-1	2	-3	-1.1	2	0	6	-1
COc1cc(/C=N\NC(=O)c2ccc(C)nc2)ccc1OC(=O)c1cccc(F)c1
  i	-10	0	2	-5	1.0	-9	0	5	-11
Cc1ccc(O)c(NC(=O)c2cc(-c3ccco3)on2)c1
  i	-5	-8	-5	-12	1.4	7	0	0	-1
CC(=O)N1CCN(C(=S)c2cccc([N+](=O)[O-])c2)CC1
  i	-7	-1	-1	-3	-0.8	-13	2	-10	-1
O=C(Nc1cccc(-c2csc(Nc3ccccc3)n2)c1)c1cc([N+](=O)[O-])cc(C(F)(F)F)c1
  i	3	-20	6	13	8.6	15	-1	-8	37*
Cc1nn(-c2ccccc2)c(-c2ccccc2[N+](=O)[O-])c1CC#N
  i	.	-2	-2	-1	-0.1	7	-1	-8	-8
Oc1ccc(/C=N/Nc2cc(N3CCOCC3)nc(N3CCOCC3)n2)cc1
  i	0	-5	2	8	1.3	13	0	-9	3
Cc1csc(=O)n1CCC(=O)OC(C)C(=O)NCc1ccccc1 (stereo not drawn)
  i	-7	-1	3	-8	-0.5	0	-1	3	-1
COC(=O)[C@H](Cc1ccccc1)NC(=O)/C=C/[C@H]1O[C@@H](n2cc(C)c(=O)[nH]c2=O)C[C@@H]1O
  i	.	2	3	9	-2.4	7	-2	-2	1
CC(C)N(C(=O)C1CC(=O)OC12CCCCC2)C(C)C (stereo not drawn)
  i	7	0	0	11	0.7	10	2	-1	2
C[C@@H]1CCCCO[C@H](CN(C)C(=O)Nc2cccc3ccccc23)[C@@H](C)CN([C@H](C)CO)C(=O)c2cc(NC(=O)c3ccccc3)ccc2O1
  i	.	-18	-3	-35	2.8	4	3	1	16
CN(C(=O)/C(N=Nc1cccc(C(F)(F)F)c1)=C(\O)C(F)(F)F)c1ccccc1
  i	-9	2	-6	-2	-0.6	-19	0	4	-4
COc1ccc2cc(CCNC(=O)C(C)C)c(=O)[nH]c2c1
  i	-9	4	5	6	-1.6	2	-4	1	-2
Cc1ccc(C)c(OCCCC(=O)O)c1
  i	5	2	0	4	-0.8	-3	3	0	4
Cc1ccc(C(=O)N2CCCCC2)cc1S(=O)(=O)N1CCOCC1
  i	-10	4	1	-9	0.1	4	-2	8	-2
N#Cc1ccccc1OCC(=O)Nc1cccc(S(=O)(=O)N2CCCCCC2)c1
  i	-13	-1	1	5	2.0	5	0	1	-10
CC(=O)OC1(C)C=Cc2ccccc2C1=NS(=O)(=O)c1ccccc1 (stereo not drawn)
  i	.	-20	-27	-3	-2.1	15	-2	-11	0
Cc1ccc(CCC(=O)Nc2ccc(Cl)cc2Cl)o1
  i	.	3	2	2	-0.4	12	3	-3	-7
CC(C)(C)NC(=O)C(c1ccccn1)N(C(=O)C1CSC(=O)C1)c1ccccc1F (stereo not drawn)
  i	-3	-1	0	5	-0.3	3	-2	0	3
Cc1csc(NC(=O)c2cccnc2)n1
  i	-4	7	3	-3	1.2	-3	-1	-3	-2
O=C(Cc1c[nH]c2ccccc12)N1CCN(S(=O)(=O)c2ccc(F)cc2)CC1
  i	.	-3	.	-13	-1.7	-10	-1	6	2
OCCNc1ncnc2c1cnn2Cc1ccccc1
  i	13	-7	-1	-8	-2.5	-4	-7	6	-2
O=C(NCc1ccco1)c1cccn2c(=O)c3sccc3nc12
  i	41	10	-6	-16	2.0	24	4	-15	2
COCc1nnc(NC(=O)CC(C)c2ccccc2)s1 (stereo not drawn)
  i	1	0	-2	6	-1.0	6	-4	-1	5
CCC(C)NC(=O)CSc1ncccc1C(=O)O (stereo not drawn)
  i	-5	0	24	15	-1.9	1	1	3	2
CCC(=O)c1cc(F)ccc1OCC(=O)N1CCN(c2ccc(F)cc2)CC1
  i	-3	-3	5	4	0.9	4	1	-1	-1
Cc1ccccc1CN1C[C@@H]2C[C@@H](c3cn(C)nc3-c3ccccc3)N3CCC[C@@]23C1=O
  i	5	-7	-3	-22	2.3	7	4	-3	8
CCOC(=O)c1c(S(=O)(=O)N2CCC(C)CC2)c(C)n(C)c1C
  i	12	-1	1	-1	0.2	13	0	3	3
C[N+](C)(C)C[C@H](O)CC(=O)O
  i	-9	4	2	-5	-1.7	-12	-3	1	-3
Cc1nc2cc3nc(C(F)(F)F)[nH]c3cc2[nH]1
  i	-7	-6	1	-1	-1.1	2	-2	6	-4
CCCCn1nnnc1C(c1cccs1)N1CCN(C/C=C/c2ccccc2)CC1 (stereo not drawn)
  i	.	5	5	6	-2.1	-8	-2	0	-2
Cn1cnc(C(F)(F)F)c1-c1ccc([N+](=O)[O-])cc1
  i	-10	3	0	1	-1.8	2	-4	-18	2
CS(=O)(=O)c1ccc(Nc2nc(C(N)Cc3ccc(F)cc3)cs2)cc1 (stereo not drawn)
  i	.	-9	4	-5	-0.9	-4	0	0	-3
N#Cc1ccc(NC(=O)CN2C(=O)NC3(CCCC3)C2=O)cc1
  i	-1	-2	0	3	3.2	-3	0	3	-2
CCN(CC(=O)Nc1ccc(NC(C)=O)cc1)C(=O)/C=C/c1ccccc1
  i	-8	1	0	2	-2.0	15	0	-5	8
Cc1ccnc(NC(=O)/C=C/c2cccs2)c1
  i	-8	2	0	5	-0.8	1	-1	-19	-2
COc1ccc(-c2sc3ccccc3c2-c2ccc(OCCN3CCCCC3)cc2)cc1
  i	-2	-4	-4	7	3.6	2	4	-34	7
O=C(NCc1ccccc1)C1CCC(=O)N(CCCN2CCCC2=O)C1 (stereo not drawn)
  i	-6	2	-1	-2	-0.7	-11	-2	1	-4
CC(C)Oc1cccc(C(=O)Nc2ccc(N3CCN(C)CC3)cc2)c1
  i	-5	-1	-1	2	-1.7	5	2	2	-5
CCN(C(=O)CSc1nc2ccc([N+](=O)[O-])cc2s1)C1CCS(=O)(=O)C1 (stereo not drawn)
  i	-1	0	-1	-3	1.2	-9	0	-35	-1
Cc1c(C(=O)N2CCCCC2)c(S(=O)(=O)N2CCN(c3ccc(Cl)cc3)CC2)c(C)n1C
  i	-6	-2	1	7	0.8	7	-1	5	3
COc1cc(SC)ccc1C(=O)N(C)CC(=O)Nc1cccc2ccccc12
  i	-10	-1	4	-5	-0.5	-3	-2	-5	3
CC(C)N(Cc1nc(-c2ccccc2)no1)C(=O)CN(C)S(=O)(=O)c1ccc(Br)cc1
  i	-11	-6	-6	-4	2.8	-23	2	4	-9
CS(=O)(=O)N1CCN(c2ccc(NC(=O)COc3ccccc3[N+](=O)[O-])cc2)CC1
  i	2	-5	-4	8	4.2	-5	-3	-9	-4
O=C(NC1CCCCC1)c1cc(S(=O)(=O)N2CCOCC2)c(Cl)cc1Cl
  i	6	1	1	8	0.2	-12	-1	-2	-5
CC(C)[C@H](NC(=O)OC(C)(C)C)c1nnc(SCC(=O)Nc2ccc(Br)cc2)o1
  i	-1	-5	-1	3	-1.7	4	-1	1	-5
COc1ccccc1CCn1c(N)c(C#N)c2nc3ccccc3nc21
  i	-3	-11	-2	-14	1.6	8	1	-13	-1
CC1CCN(CCCCOc2ccc(C(C)(C)C)cc2)CC1
  i	-4	1	4	2	-2.1	2	-2	-1	-3
Cn1cnc(S(=O)(=O)NCc2ccccc2)c1
  i	-8	7	6	-10	-2.4	-9	-3	1	-3
O=C(CN1CCN(S(=O)(=O)c2ccc(Cl)c(Cl)c2)CC1)N1CCCC1
  i	-3	-2	-2	11	-1.3	-9	8	0	-4
Cc1ccc(S(=O)(=O)CCC(=O)NCCc2ccccc2)cc1
  i	-1	0	-1	-5	-0.3	1	0	-5	-3
CCOc1cc(N2CCOCC2)c(OCC)cc1NC(=O)COC(=O)c1ccccc1C
  i	-7	-4	3	-2	0.4	5	-2	3	3
CC(C)(C)n1c(O)c2n(c1=O)Cc1ccccc1N=C2c1ccccc1
  i	.	2	2	4	0.7	15	1	-6	1
NS(=O)(=O)c1ccc(NN=C2CCCCC2)c([N+](=O)[O-])c1
  i	-8	0	1	-4	0.7	2	2	-35	-5
FC(F)(F)c1cnc(-n2cc[nH]c2=S)c(Cl)c1
  i	-5	4	3	-11	-1.3	1	4	1	10

Complete entries as entered above:
Entry for Cc1ccc(S(=O)(=O)CCC(=O)NCCc2ccccc2)cc1 → Rpn11 block: i; Scp1 inh: -1; DNMT1 block: 0; MT1-MMP act inh: -1; NRP1-CendR mod: -5; LMPTP inh: -0.3; SKN-1 block: 1; STEP block: 0; SUMO1 PPI mod: -5; NadD block: -3
Entry for Cc1c(C(=O)N2CCCCC2)c(S(=O)(=O)N2CCN(c3ccc(Cl)cc3)CC2)c(C)n1C → Rpn11 block: i; Scp1 inh: -6; DNMT1 block: -2; MT1-MMP act inh: 1; NRP1-CendR mod: 7; LMPTP inh: 0.8; SKN-1 block: 7; STEP block: -1; SUMO1 PPI mod: 5; NadD block: 3

More structures follow:
The line under a structure holds: Rpn11 block	Scp1 inh	DNMT1 block	MT1-MMP act inh	NRP1-CendR mod	LMPTP inh	SKN-1 block	STEP block	SUMO1 PPI mod	NadD block
O=C(CSc1ncnc2c1oc1ccccc12)NCc1ccc(F)cc1
  i	-12	1	2	-14	-0.5	-7	0	i	-5
COc1ccc(C)cc1NC(=O)CN1CCN(C/C=C/c2ccccc2)CC1
  i	-3	-6	4	-6	-0.1	5	0	-3	-3
CC(=O)c1sc(NC(=O)c2ccco2)nc1-c1ccccc1
  i	-15	-1	3	10	0.8	7	-2	-11	-6
Cc1cc(Cl)c(S(=O)(=O)N2CCN(c3ccc(F)cc3)CC2)cc1OCC(N)=O
  i	15	-4	1	6	2.7	7	-2	-3	-4
